Bioassay records as filed in PubChem.
MT1-MMP act inh: inhibitors of human MT1-MMP activation | HT1080 RFP-PRO-GFP cells, GFP/RFP ratio fluorescence, overnight; percent of plate control window, DMSO zero | GFP/RFP ratio change, % at 20 µM | 360,000 compounds, 0.061% hits;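 active = GFP/RFP ratio change of at least 30% with cell ATP level not reduced by more than half and red fluorescence within 50% of control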; also: strong numbers were not always called active
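Read-out: GFP/RFP fluorescence ratio; Test system: RFP-PRO-GFP reporter HT1080 cells; Compound dosing: single-point 20 µM compound, 1% DMSO; Times: overnight compound exposure at 37 °C.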
NRP1-CendR mod: NRP-1/CendR interaction modulation; AID 602438; O14786; FAM-RPARPAR peptide binding to NRP-1, fluorescence polarization; inhibition, % at 25 µM; 360,000 compounds, 0.85% hits;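 active = inhibition or corrected inhibition above about 18%, plus a signal ratio from 0.5 to 1.5, limit read from the data, passing the limit was not always enough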; also: strong numbers were not always called active
Rin1 Abl inh: human Rin1-Abl interaction inhibition. P00519+Q13671. TR-FRET Rin1/Abl binding, biochemical. inhibition, % at 7.35 µM. 360,000 compounds, 0.4% hits; in the data active = inhibition above about 5%, passing the limit was not always enough
FAS-TE inh: FAS thioesterase (human) inhibition; inhibition, % at 15 µM; P49327; recombinant FAS-TE, OMFH fluorogenic substrate, fluorescence endpoint; 360,000 compounds, 0.67% hits; AID 602261;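 active = compounds whose normalised, plate-corrected inhibition of enzyme fluorescence in the single-dose primary screen is 50% or more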;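 also: 0% = DMSO with enzyme and 100% = substrate without enzyme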
SKN-1 block: inhibitors of C. elegans SKN-1. C. elegans VP596 Pgst-4::GFP/RFP ratio, acrylamide-induced, 24 h. inhibition, % at 21.8 µM. 360,000 compounds, 0.49% hits. AID 624304;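 active = interference check ratio from 0.5 to 1.5 plus GFP to RFP signal ratio inhibition reaching or exceeding a fixed threshold, cut at about 30% in these data, passing the limit was not always enough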; also: some compounds called inactive have numbers as strong as hits
Neddylation inh: cullin neddylation inhibition. TR-FRET cullin neddylation, biochemical. calls only at 25 µM. 360,000 compounds, 0.58% hits. AID 651699; in the data active = inhibition above about 36%
PABP1 MLLE inh: blocks PAM2 peptide binding to the PABP1 MLLE domain; 360,000 compounds, 0.36% hits; inhibition, % at 20 µM; P11940; AID 588489; GST-MLLE / FITC-PAM2 fluorescence polarization; in the data active = inhibition above about 35%, passing the limit was not always enough;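 also: plate controls were DMSO wells with GST-MLLE for no effect and wells lacking GST-MLLE protein for full effect; some results filed as inactive read as strong as hits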
Target sequence (P11940 whole entry, looked up, the tested form may be a part): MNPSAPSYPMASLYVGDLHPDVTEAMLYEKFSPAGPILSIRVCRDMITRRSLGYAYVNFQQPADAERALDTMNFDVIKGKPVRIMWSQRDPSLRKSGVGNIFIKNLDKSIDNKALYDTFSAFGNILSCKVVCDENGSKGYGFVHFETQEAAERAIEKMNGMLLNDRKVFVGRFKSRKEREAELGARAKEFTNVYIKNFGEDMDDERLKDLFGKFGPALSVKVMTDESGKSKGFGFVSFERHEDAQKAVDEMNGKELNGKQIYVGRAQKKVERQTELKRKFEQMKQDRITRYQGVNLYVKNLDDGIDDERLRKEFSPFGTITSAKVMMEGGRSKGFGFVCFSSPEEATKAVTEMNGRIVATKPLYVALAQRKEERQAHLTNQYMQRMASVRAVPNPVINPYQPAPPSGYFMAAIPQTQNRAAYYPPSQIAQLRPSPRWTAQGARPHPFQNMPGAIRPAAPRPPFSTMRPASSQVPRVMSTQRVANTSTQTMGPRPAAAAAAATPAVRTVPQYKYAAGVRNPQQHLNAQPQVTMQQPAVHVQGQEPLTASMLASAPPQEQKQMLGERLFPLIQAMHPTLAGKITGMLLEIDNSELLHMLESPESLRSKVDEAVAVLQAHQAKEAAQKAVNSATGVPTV
bovine MsrA act: bovine methionine sulfoxide reductase A activation; purified bovine MsrA, absorbance read-out; activation, % at 10.6 µM; 360,000 compounds, 0.3% hits; AID 602163; in the data active = activation above about 7.5%;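 also: 0% = vehicle and 100% = reference activator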
eLon inh: inhibits E. coli Lon protease. P0A9M0. purified E. coli Lon protease, fluorescence polarization. inhibition, % at 7.94 µM. 360,000 compounds, 0.42% hits; in the data active = inhibition above about 13%, passing the limit was not always enough;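 also: 0% = enzyme with probe and DMSO and 100% = no enzyme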
Active calls of the source: *.

Results for O=c1cc(CO)oc(C(Nc2ccccn2)c2ccc(C(F)(F)F)cc2)c1O (configuration not stated) ?
MT1-MMP act inh: -4.9; NRP1-CendR mod: -4.5; Rin1 Abl inh: -3.4; FAS-TE inh: 5.7; SKN-1 block: 0.9; Neddylation inh: inactive; PABP1 MLLE inh: 21.4; bovine MsrA act: -2.4; eLon inh: -8.3

What do the screens show for `CS(=O)(=O)N(CC(=O)N1CCCC1)c1ccc(Cl)c(Cl)c1`?
NRP1-CendR mod: -0.7; Rin1 Abl inh: 0.8; FAS-TE inh: -8.7; SKN-1 block: -6.3; Neddylation inh: inactive; PABP1 MLLE inh: 20.2; bovine MsrA act: -11.2; eLon inh: 8.2

How did O=C(O)c1cccc(CN2C(=O)SC(Nc3cccc4ccccc34)C2=O)c1 (configuration not stated) do in these assays?
MT1-MMP act inh: 2.4; NRP1-CendR mod: -20.1; Rin1 Abl inh: 1.3; FAS-TE inh: 1.2; SKN-1 block: -3.4; Neddylation inh: inactive; PABP1 MLLE inh: 27.4; bovine MsrA act: -4.5; eLon inh: 8.9

What do the screens show for `Cc1ccc(/C=C/C(=O)NCCc2c[nH]c3ccccc23)o1`?
MT1-MMP act inh: 1.3; NRP1-CendR mod: -1.4; Rin1 Abl inh: 1.4; FAS-TE inh: 3.2; SKN-1 block: -1.2; Neddylation inh: inactive; PABP1 MLLE inh: -24.7; bovine MsrA act: -3.5; eLon inh: 3.2

What do the screens show for `CCC(C)(O)c1[nH]c2ccc(C(=O)OC)cc2c1C` (configuration not stated)?
MT1-MMP act inh: 1.2; NRP1-CendR mod: 4.4; Rin1 Abl inh: 3.1; FAS-TE inh: -2.1; SKN-1 block: -15.9; Neddylation inh: inactive; PABP1 MLLE inh: 2.8; bovine MsrA act: -0.5; eLon inh: 2.8

How did CCCCc1cc(=O)oc2c(CN(C)C)c(O)ccc12 do in these assays?
NRP1-CendR mod: 0.6; Rin1 Abl inh: 0.9; FAS-TE inh: -6.6; SKN-1 block: -8.8; PABP1 MLLE inh: 8.4; bovine MsrA act: -11.7; eLon inh: -15.5

What do the screens show for `Cc1ccc(C)c(-n2c(SCC(N)=O)nnc2-c2ccccn2)c1`?
MT1-MMP act inh: 3.3; NRP1-CendR mod: -0.6; Rin1 Abl inh: -0.6; FAS-TE inh: -8.6; SKN-1 block: -5.9; Neddylation inh: inactive; PABP1 MLLE inh: -7.1; bovine MsrA act: -1.5; eLon inh: -3.4

How did C/C(=N\O)c1ccc2c(c1)OCCO2 do in these assays?
MT1-MMP act inh: 0.7; NRP1-CendR mod: -11.2; Rin1 Abl inh: -0.6; FAS-TE inh: 0.2; SKN-1 block: -10.4; Neddylation inh: inactive; PABP1 MLLE inh: -6.8; bovine MsrA act: -14.7; eLon inh: 7.4

Results for CC(=O)N1CCN(CC(=O)Nc2ccc3c(c2)CCC3)CC1 ?
MT1-MMP act inh: -0.6; NRP1-CendR mod: 1.0; Rin1 Abl inh: -1.0; FAS-TE inh: -8.8; SKN-1 block: -5.0; Neddylation inh: inactive; PABP1 MLLE inh: 4.6; bovine MsrA act: -3.5; eLon inh: -19.4

What do the screens show for `O=C(CN1CCN(S(=O)(=O)c2ccc(Cl)c(C(F)(F)F)c2)CC1)NC(=O)NC1CCCCC1`?
MT1-MMP act inh: 0.6; NRP1-CendR mod: 16.4; Rin1 Abl inh: 1.5; FAS-TE inh: 76.8*; SKN-1 block: -12.1; Neddylation inh: inactive; PABP1 MLLE inh: 18.6; bovine MsrA act: -3.7; eLon inh: -10.9

How did COc1ccc(C2=NN(C(=O)CSc3ncccn3)C(c3ccc(C)cc3)C2)cc1 (configuration not stated) do in these assays?
MT1-MMP act inh: 1.0; NRP1-CendR mod: -9.0; Rin1 Abl inh: -3.6; FAS-TE inh: 22.2; SKN-1 block: 12.6; Neddylation inh: inactive; PABP1 MLLE inh: -8.4; bovine MsrA act: -2.7; eLon inh: -15.5

How did O=C(Cn1ncc2ccccc2c1=O)Nc1cccc(C(F)(F)F)c1 do in these assays?
MT1-MMP act inh: 3.3; NRP1-CendR mod: -7.0; Rin1 Abl inh: -3.3; FAS-TE inh: -12.3; SKN-1 block: -1.7; Neddylation inh: inactive; PABP1 MLLE inh: 11.2; bovine MsrA act: -3.5; eLon inh: 3.3

Next section (2 carried over from the part before).
How did COc1ccc(C2=NN(C(=O)CSc3ncccn3)C(c3ccc(C)cc3)C2)cc1 (configuration not stated) do in these assays?
MT1-MMP act inh: 1.0; NRP1-CendR mod: -9.0; Rin1 Abl inh: -3.6; FAS-TE inh: 22.2; SKN-1 block: 12.6; Neddylation inh: inactive; PABP1 MLLE inh: -8.4; bovine MsrA act: -2.7; eLon inh: -15.5

How did O=C(Cn1ncc2ccccc2c1=O)Nc1cccc(C(F)(F)F)c1 do in these assays?
MT1-MMP act inh: 3.3; NRP1-CendR mod: -7.0; Rin1 Abl inh: -3.3; FAS-TE inh: -12.3; SKN-1 block: -1.7; Neddylation inh: inactive; PABP1 MLLE inh: 11.2; bovine MsrA act: -3.5; eLon inh: 3.3

What do the screens show for `O=S(=O)(c1ccc(Cl)cc1)N1CCN=C1SCc1cccnc1`?
MT1-MMP act inh: -1.3; NRP1-CendR mod: 13.1; Rin1 Abl inh: -0.7; FAS-TE inh: 3.4; SKN-1 block: 0.2; Neddylation inh: inactive; PABP1 MLLE inh: 21.9; bovine MsrA act: -2.3; eLon inh: -6.6

Results for O=C(NCc1ccco1)C1CCC(N2C(=O)c3ccccc3C2=O)CC1 (configuration not stated) ?
MT1-MMP act inh: 5.0; NRP1-CendR mod: 0.7; Rin1 Abl inh: -1.2; FAS-TE inh: -7.9; SKN-1 block: 11.0; Neddylation inh: inactive; PABP1 MLLE inh: -0.3; bovine MsrA act: -0.2; eLon inh: -7.0

How did Cc1ccc(CSc2nnc(CC(=O)Nc3ccc(C)cc3)n2C)cc1 do in these assays?
MT1-MMP act inh: -1.3; NRP1-CendR mod: -13.3; Rin1 Abl inh: -1.5; FAS-TE inh: -4.1; SKN-1 block: -16.1; Neddylation inh: inactive; PABP1 MLLE inh: -74.9; bovine MsrA act: -0.6; eLon inh: -3.6

Results for O=c1[nH]c2ccccc2c2ccccc12 ?
MT1-MMP act inh: -2.3; NRP1-CendR mod: 12.9; Rin1 Abl inh: -1.3; FAS-TE inh: -5.1; SKN-1 block: 11.1; Neddylation inh: inactive; PABP1 MLLE inh: 5.7; bovine MsrA act: -1.2; eLon inh: -3.8

Results for OCCN1CCN(c2ncnc3c2ncn3[C@H]2CN(Cc3ccc(Cl)cc3)C[C@@H](CO)O2)CC1 ?
MT1-MMP act inh: -1.1; NRP1-CendR mod: -2.3; Rin1 Abl inh: 2.8; FAS-TE inh: -0.6; SKN-1 block: -4.9; Neddylation inh: inactive; PABP1 MLLE inh: -8.0; bovine MsrA act: -10.1; eLon inh: -2.3

What do the screens show for `CCc1nc2ccc(C(=O)NCCc3ccco3)cc2nc1CC`?
MT1-MMP act inh: 3.2; NRP1-CendR mod: 3.9; Rin1 Abl inh: -1.6; FAS-TE inh: 0.3; SKN-1 block: 26.8; Neddylation inh: inactive; PABP1 MLLE inh: -0.7; bovine MsrA act: -0.3; eLon inh: -15.6

Results for COc1cc(/C=N/NC(=O)c2cccs2)ccc1O ?
MT1-MMP act inh: -7.2; NRP1-CendR mod: 7.2; Rin1 Abl inh: 0.3; FAS-TE inh: -5.7; SKN-1 block: -12.7; Neddylation inh: inactive; PABP1 MLLE inh: 9.0; bovine MsrA act: -8.7; eLon inh: 1.6

Results for O=c1c2ccccc2nc(SCc2ccc(F)cc2Cl)n1CCCN1CCOCC1 ?
MT1-MMP act inh: -7.2; NRP1-CendR mod: 3.4; Rin1 Abl inh: -0.6; FAS-TE inh: 34.1; SKN-1 block: 5.7; Neddylation inh: inactive; PABP1 MLLE inh: -6.6; bovine MsrA act: -4.5; eLon inh: -3.7

How did COc1ccc(C2=NN(C(=O)c3ccccc3C(=O)O)C(c3ccccc3O)C2)cc1 (configuration not stated) do in these assays?
MT1-MMP act inh: 2.2; NRP1-CendR mod: -30.5; Rin1 Abl inh: 2.8; FAS-TE inh: -6.4; SKN-1 block: 3.7; Neddylation inh: inactive; PABP1 MLLE inh: -35.5; bovine MsrA act: -1.0; eLon inh: -45.3

How did CCCCCC(=O)NC(CC(=O)OC)c1ccc2c(c1)OCO2 (configuration not stated) do in these assays?
MT1-MMP act inh: 2.8; NRP1-CendR mod: 5.5; Rin1 Abl inh: 1.6; FAS-TE inh: -2.8; SKN-1 block: 0.8; Neddylation inh: inactive; PABP1 MLLE inh: 7.2; bovine MsrA act: -4.1; eLon inh: 1.4

What do the screens show for `Cc1cc(C)c2c(CN3CCN(Cc4ccc5c(c4)OCO5)CC3)cc(=O)oc2c1C`?
MT1-MMP act inh: 4.0; NRP1-CendR mod: 9.7; Rin1 Abl inh: 0.8; FAS-TE inh: 24.5; SKN-1 block: -3.2; Neddylation inh: inactive; PABP1 MLLE inh: 8.7; bovine MsrA act: -3.9; eLon inh: -4.7

How did CCNc1nc(NCC)n2c(SCC(=O)Nc3cc(OC)ccc3OC)nnc2n1 do in these assays?
MT1-MMP act inh: 0.1; NRP1-CendR mod: 2.8; Rin1 Abl inh: -1.4; FAS-TE inh: -0.6; SKN-1 block: -10.1; Neddylation inh: inactive; PABP1 MLLE inh: -48.2; bovine MsrA act: -8.8; eLon inh: 1.0

What do the screens show for `Cc1nc2ccccn2c1/C(O)=C1\C(=O)C(=O)N(CCN2CCOCC2)C1c1cccnc1` (configuration not stated)?
MT1-MMP act inh: -0.5; NRP1-CendR mod: 10.7; Rin1 Abl inh: 1.1; FAS-TE inh: -8.0; SKN-1 block: 3.6; Neddylation inh: inactive; PABP1 MLLE inh: 18.6; bovine MsrA act: 0.0; eLon inh: 8.3

Results for Cc1nn(CC(=O)O)c(C)c1[N+](=O)[O-] ?
MT1-MMP act inh: -1.6; NRP1-CendR mod: 4.1; Rin1 Abl inh: 1.9; FAS-TE inh: -4.8; SKN-1 block: -3.2; Neddylation inh: inactive; PABP1 MLLE inh: 9.7; bovine MsrA act: -4.9; eLon inh: -0.5

Results for CN(CC(=O)Nc1ccc(F)cc1)C(=O)COC(=O)CSc1ccc(F)cc1 ?
MT1-MMP act inh: 2.0; NRP1-CendR mod: 4.5; Rin1 Abl inh: 2.4; FAS-TE inh: -1.2; SKN-1 block: 2.8; Neddylation inh: inactive; PABP1 MLLE inh: 0.5; bovine MsrA act: -3.2; eLon inh: -3.2

How did Cc1cc(C)nc(N2CCN(c3nnnn3-c3ccccc3)CC2)n1 do in these assays?
MT1-MMP act inh: 4.5; NRP1-CendR mod: 12.4; Rin1 Abl inh: -3.3; FAS-TE inh: -1.5; SKN-1 block: -6.1; Neddylation inh: inactive; PABP1 MLLE inh: 8.0; bovine MsrA act: -5.2; eLon inh: -4.9

Results for COc1ccc2c(c1)C(=O)C(=O)N2 ?
MT1-MMP act inh: -1.5; NRP1-CendR mod: 0.5; Rin1 Abl inh: -10.5; FAS-TE inh: -10.7; SKN-1 block: 11.5; Neddylation inh: inactive; PABP1 MLLE inh: 12.6; bovine MsrA act: -3.6; eLon inh: -6.8

What do the screens show for `O=C(O)c1ccccc1C(=O)O`?
MT1-MMP act inh: 2.5; NRP1-CendR mod: 5.1; Rin1 Abl inh: -2.9; FAS-TE inh: -1.8; SKN-1 block: -7.2; Neddylation inh: inactive; PABP1 MLLE inh: 11.0; bovine MsrA act: -1.8; eLon inh: 0.3

Results for O=C1c2ccccc2N(Cc2ccc(Cl)cc2)C2=NCCN12 ?
MT1-MMP act inh: -1.0; NRP1-CendR mod: 12.9; Rin1 Abl inh: 1.2; FAS-TE inh: -3.0; SKN-1 block: -0.6; Neddylation inh: inactive; PABP1 MLLE inh: 9.5; bovine MsrA act: -5.5; eLon inh: -6.1

What do the screens show for `CCOc1ccccc1N1CCN(CC(=O)N(CC(C)C)c2c(N)n(CC(C)C)c(=O)[nH]c2=O)CC1`?
MT1-MMP act inh: -6.0; NRP1-CendR mod: -16.2; Rin1 Abl inh: -1.7; FAS-TE inh: -2.1; SKN-1 block: -3.7; Neddylation inh: inactive; PABP1 MLLE inh: -4.1; bovine MsrA act: -0.8; eLon inh: 4.7
